# Screens (PubChem BioAssay)
# D1 PAM = Potentiators of Human D1 Dopamine Receptor: qHTS; D(1A) dopamine receptor (Homo sapiens), P21728; HEK293 TREx D1 cells, calcium flux, dopamine EC20 potentiation; potentiation, % at 10 µM; 360,000 compounds, 0.036% hits; in the data active = potentiation above about 30%; note: 0% is about no effect
# Target sequence (P21728 whole entry, looked up): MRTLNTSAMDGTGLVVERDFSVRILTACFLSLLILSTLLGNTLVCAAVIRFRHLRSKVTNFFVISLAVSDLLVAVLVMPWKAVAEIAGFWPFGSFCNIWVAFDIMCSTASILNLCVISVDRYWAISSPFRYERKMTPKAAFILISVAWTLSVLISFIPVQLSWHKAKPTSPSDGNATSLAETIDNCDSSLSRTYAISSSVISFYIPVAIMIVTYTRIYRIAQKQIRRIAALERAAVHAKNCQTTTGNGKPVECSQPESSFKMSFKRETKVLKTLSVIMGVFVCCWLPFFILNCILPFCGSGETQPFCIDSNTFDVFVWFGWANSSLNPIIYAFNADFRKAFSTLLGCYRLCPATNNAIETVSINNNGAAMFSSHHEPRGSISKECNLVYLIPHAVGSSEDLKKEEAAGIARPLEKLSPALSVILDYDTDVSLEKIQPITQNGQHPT
# D2 antag = HTS Assay for Allosteric Antagonists of the Human D2 Dopamine Receptor: Primary Screen for Antagonists; inhibition, % at 10 µM; D(2) dopamine receptor (Homo sapiens), P14416; HEK293 TREx D2 cells, calcium flux, dopamine EC80; 340,000 compounds, 2% hits; in the data active = inhibition above about 30%; note: 0% is about no effect
# Target sequence (P14416 whole entry, looked up): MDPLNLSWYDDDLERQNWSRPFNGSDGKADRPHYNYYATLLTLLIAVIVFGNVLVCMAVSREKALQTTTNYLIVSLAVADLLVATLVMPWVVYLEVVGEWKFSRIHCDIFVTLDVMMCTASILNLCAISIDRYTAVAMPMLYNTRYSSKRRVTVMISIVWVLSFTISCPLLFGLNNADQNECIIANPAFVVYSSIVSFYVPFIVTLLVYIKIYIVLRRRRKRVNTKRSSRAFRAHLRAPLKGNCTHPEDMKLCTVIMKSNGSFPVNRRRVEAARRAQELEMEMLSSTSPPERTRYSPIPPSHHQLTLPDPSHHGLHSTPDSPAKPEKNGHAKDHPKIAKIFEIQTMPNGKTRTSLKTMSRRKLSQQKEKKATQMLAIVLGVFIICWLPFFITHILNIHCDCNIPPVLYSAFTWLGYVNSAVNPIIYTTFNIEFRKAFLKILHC
#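 Tetracycline-induced HEK293 T-REx cells expressing D2 force-coupled to calcium signalling were dye-loaded, exposed to compound for 180 s, then challenged with an EC80 of dopamine; calcium flux was followed kinetically for a further 180 s.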
# D1 agonist = Allosteric Agonists of the Human D1 Dopamine Receptor: qHTS. AID 504660, 2011. HEK293 T-REx D1 cells, calcium flux, agonist mode. 360,000 compounds, 1% hits. activation, % at 2 µM. D(1A) dopamine receptor (Homo sapiens), P21728; in the data active = activation above about 30%; note: 0% is about no effect
#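 Agonism was scored from calcium flux recorded over 180 s (1 read/s) after pintool compound addition, following a 10-cycle baseline. Cells were inducible force-coupled HEK293 TREx D1, plated overnight at 30 C and loaded with no-wash calcium dye.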
# D1 antag = Antagonist of Human D 1 Dopamine Receptor: qHTS; D(1A) dopamine receptor (Homo sapiens), P21728; HEK293 TREx D1 cells, calcium flux, dopamine EC80; active compounds read low; activity change, negative = inhibition, % at 10 µM; 360,000 compounds, 3.2% hits; in the data active = activity change below about -30%; note: % is set by controls: 0 for no effect and ±100 for the full control effect
#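 After overnight tetracycline induction at 30 C, force-coupled D1 HEK293 cells took up a no-wash calcium dye at room temperature. Compounds were added and monitored 180 s, and the response to EC80 dopamine was then recorded.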
# D2 ag = HTS Assay for Allosteric Agonists of the Human D2 Dopamine Receptor: Primary Screen for Agonists; activation, % at 2 µM; HEK293 T-REx D2 cells, calcium flux agonist mode; D(2) dopamine receptor (Homo sapiens), P14416; 340,000 compounds, 0.53% hits;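 active = activation over 3 SD above normal in the single-dose calcium agonist read, cut at about 30% in these data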; note: 0% is about no effect
#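 Calcium-flux readout, 1 cycle/sec over 180 s following compound pin transfer, in inducible HEK293 Trex D2 cells (force-coupled); dopamine controls included. Positive calcium responses during this window marked compounds as potential agonists.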
# RXFP1 antag = qHTS Assay for Antagonists of the Relaxin Receptor RXFP1; 350,000 compounds, 0.59% hits; Relaxin receptor 1 (Homo sapiens), Q9HBX9; HEK293-RXFP1, relaxin-stimulated cAMP HTRF, 30 min; active compounds read low; activity change, negative = inhibition, % at 57.5 µM;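 active = activity change of -60% or lower, but not beyond a set lower limit; inconclusive = change between -60% and -40%, or beyond the set limit; inactive = change above -40%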; note: % is set by controls: 0 for no effect and ±100 for the full control effect
# TRHR PAM = qHTS for Small Molecule Agonists and Allosteric Enhancers of Human TRH Receptor: Primary Screen for Enhancers; Thyrotropin-releasing hormone receptor (Homo sapiens), P34981; TRHR cells, fluo-8 calcium fluorescence, EC20 TRH enhancement; enhancement, % at 2 µM; 360,000 compounds, 0.66% hits; AID 493056, 2011; in the data active = enhancement above about 30%; note: 0% is about no effect
#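 TRHR-expressing cells loaded with fluo-8 calcium dye were read kinetically (ex 480/em 530) during compound addition, then stimulated with an EC20 of TRH (10 nM final). Enhancement of the Gq-mediated intracellular calcium response was scored.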
# RXFP1 ag = qHTS Assay for Agonists of the Relaxin Receptor RXFP1. HEK293T-RXFP1 cAMP TR-FRET, 30 min; response scale: percent of porcine relaxin response, buffer zero. Potency, µM (top dose mostly 57.5 µM), inactives show at the highest dose activation, actives largely listed as activators. Relaxin receptor 1 (Homo sapiens), Q9HBX9. 370,000 compounds, 0.3% hits. AID 2676, 2010; active = well fitted activation curve with a large enough effect; inconclusive = small, poorly fitted or top-dose-only effect; note: potency is the fitted concentration of half-maximal effect; % is set by controls: 0 for no effect and ±100 for the full control effect; nearly all actives have a fitted effect of over 60% in size; many of its hits are not listed in these tables
#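 cAMP rise read by TR-FRET after 30 min, 37C compound exposure (up to 58 uM) in RXFP1-transfected HEK293 cells with Ro 20174 present. EC50 from Hill-equation fits, with 29 nM porcine relaxin as 100% and buffer as basal.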
# D2 PAM = HTS Assay for Positive Allosteric Modulators of the Human D2 Dopamine Receptor: Primary Screen for Potentiators; potentiation, % at 10 µM; D(2) dopamine receptor (Homo sapiens), P14416; HEK293 T-REx D2, calcium flux, EC20 dopamine potentiation; AID 485347, 2010; 340,000 compounds, 0.34% hits;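 active = potentiation over 3 SD above the plate norm, cut at about 30% in these data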; note: 0% is about no effect
#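 Tetracycline-induced HEK293 T-REx cells force-coupled to calcium signalling expressed D2; compounds were pin-added after a 10 s baseline, read kinetically 180 s, then an EC20 dopamine challenge followed with a further 180 s calcium read.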
# The depositor's hits bear a star; ? = inconclusive; nt = not tested or not shown.
smiles,D1 PAM,D2 antag,D1 agonist,D1 antag,D2 ag,RXFP1 antag,TRHR PAM,RXFP1 ag,D2 PAM
O=C1Nc2ccc(Br)cc2C12NNc1ccccc1O2 (stereo not drawn),-5,2,33*,-14,4.7,nt,-2,-1.3%,-1
Cc1ccc(/C=C/C(=O)Nc2nnc(SCc3ccc(C#N)cc3)s2)o1,-2,-5,3,-6,1.1,?,8,0.3%,10
CSc1ncc2c(n1)-c1ccccc1N(Cc1ccccc1C)S2(=O)=O,-5,nt,4,4,nt,-8,2,-0.6%,-6
O=C(Nc1ccccc1C(=O)Nc1ccccc1C(=O)NCc1ccco1)c1ccco1,-12,-3,4,-11,-0.2,1,-22,?,2
CC(C)OCCCNC(=O)CCCn1c(=O)[nH]c2ccsc2c1=O,2,nt,0,5,-0.6,nt,0,7.0%,24
O=C(O)C(Cc1ccccc1)N1C(=O)c2cccc3cccc(c23)C1=O (stereo not drawn),-5,-3,2,-3,-0.7,14,-8,-0.2%,-1
Cc1cccc(NC(=O)CSc2cn(CC(=O)N3CCOCC3)c3ccccc23)c1C,-5,nt,2,5,-0.1,1,5,1.2%,3
CC1(C)N=C(SCC(=O)Nc2ccccc2)C(c2ccc(Cl)cc2)=N1,-2,-6,2,nt,-0.3,-9,-3,4.1%,-2
COc1ccc2sc(C)[n+](C)c2c1,4,nt,3,-7,nt,-12,6,-2.9%,nt
CC(C)(CNC(=O)C1CCCN1C(=O)c1cccs1)N1CCOCC1 (stereo not drawn),-4,2,0,6,0.5,-9,6,2.0%,-4
COCC(=O)N1CCC(Oc2ccc(C(=O)N3CCN(C)C[C@@H]3C(C)C)cc2)CC1,-2,8,1,-1,0.0,-14,-14,0.7%,-9
O=C(COc1cccc(-n2cnnn2)c1)NCCC1=CCCCC1,6,0,0,-8,1.3,0,0,1.4%,-8
CCOC(=O)c1nnn(-c2nonc2N)c1C,3,-17,3,-2,-0.3,-6,-4,-1.1%,2
COc1ccccc1N1CCN(C(=O)c2ccc(Br)s2)CC1,-2,-5,3,13,1.3,-7,-5,0.9%,-3
CCOC(=O)Cc1c(C)nc2c(-c3ccc(Cl)cc3)c(C)nn2c1C,0,-4,1,2,-0.8,18,6,2.3%,-3
COc1cccc(N2CCN(C(=O)c3cc4c(s3)-c3c(C)cccc3OC4)CC2)c1,-4,nt,0,-14,-0.1,-12,5,19%,-8
CCOc1ccccc1NC(=O)C(NS(=O)(=O)c1ccc2c(c1)CCC(=O)N2)c1ccccc1 (stereo not drawn),7,nt,1,8,0.6,nt,6,-0.5%,-1
CCCC(=O)Nc1ccc(Oc2ccc(NC(=O)CCC)cc2)cc1,-5,-16,2,24,0.0,-2,-3,2.8%,35*
CCOc1cccc(OCCCOc2ccccc2)c1,2,1,4,-8,-0.5,-7,-17,0.8%,-13
COc1ccc(OC)c(C(c2c(C)[nH][nH]c2=O)c2c(C)[nH][nH]c2=O)c1,-9,-2,0,-20,1.4,26,50*,-2.4%,-8
COC(=O)c1cccnc1-n1c(=O)c2cccnc2n(CC(=O)Nc2c(C)cc(C)cc2C)c1=O,1,nt,-2,-6,0.8,-6,3,-3.9%,2
CC(C)N(Cc1ccc(F)cc1)C(=O)c1cc2ccccc2oc1=O,-3,nt,-1,-16,nt,nt,-3,-2.2%,-1
Cc1ccc(NC(=O)NCCN2CCN(C(=O)Nc3ccc(C)cc3)CC2)cc1,-1,-31,-1,-5,-0.7,-9,21,-1.9%,7
Cc1ccc(OCC(=O)Nc2ccc(N3CCOCC3)cc2)c([N+](=O)[O-])n1,-1,-1,3,13,0.2,-20,3,-3.8%,-1
O=C(NCCCl)Nc1ccc(Cl)c([N+](=O)[O-])c1,0,5,4,0,0.5,13,1,0.7%,1
CCS(=O)(=O)Nc1ccc2c(c1)N(C(C)=O)c1ccccc1CC2,6,-7,3,24,0.9,-4,0,-1.9%,17
Cc1cc(C)c(NC(=O)Cn2nc3c(cc2=O)CCCC3)c(C)c1,0,nt,2,-4,0.2,-3,12,1.0%,nt
COC(=O)C1=C(Nc2ccccc2NC(=O)CCCC(=O)O)CSC1,-3,-6,3,1,-1.3,7,15,0.3%,25
Cc1ccc(N=C2C(=O)Nc3ccccc32)cc1C,5,15,2,-2,-0.3,1,-2,0.2%,-5
Cc1cc2ccccn2c1C(=O)c1ccc(Cl)c([N+](=O)[O-])c1,8,-14,4,5,-0.6,-6,0,2.3%,13

# D1 agonist: entries above that show a hit
smiles | D1 PAM | D2 antag | D1 agonist | D1 antag | RXFP1 antag | TRHR PAM | RXFP1 ag | D2 PAM
O=C1Nc2ccc(Br)cc2C12NNc1ccccc1O2 (stereo not drawn) | -5 | 2 | 33* | -14 | nt | -2 | -1.3% | -1

# Complete entries as entered above:
# Entry for CCS(=O)(=O)Nc1ccc2c(c1)N(C(C)=O)c1ccccc1CC2 → D1 PAM = 6; D2 antag = -7; D1 agonist = 3; D1 antag = 24; D2 ag = 0.9; RXFP1 antag = -4; TRHR PAM = 0; RXFP1 ag = -1.9%; D2 PAM = 17
# Entry for Cc1cc2ccccn2c1C(=O)c1ccc(Cl)c([N+](=O)[O-])c1 → D1 PAM = 8; D2 antag = -14; D1 agonist = 4; D1 antag = 5; D2 ag = -0.6; RXFP1 antag = -6; TRHR PAM = 0; RXFP1 ag = 2.3%; D2 PAM = 13

# Next section
smiles,D1 PAM,D2 antag,D1 agonist,D1 antag,D2 ag,RXFP1 antag,TRHR PAM,RXFP1 ag,D2 PAM
COc1cccc(N2CCN(C3CC(=O)N(c4ccc(C)c(Cl)c4)C3=O)CC2)c1 (stereo not drawn),-5,4,0,-2,-0.2,4,-1,1.2%,-4
CCCCCCc1cc2cc(C(=O)NCc3ccccc3)c(=N)oc2cc1O,3,2,3,-20,0.9,-4,-2,19%,-7
CC1CN(C)C(C)C/C1=N\Oc1ccc([N+](=O)[O-])cc1 (stereo not drawn),-7,-2,4,-31*,0.2,-24,-9,0.8%,1
Oc1ccc(/C=N/N2CCN(C3c4ccccc4-c4ccccc43)CC2)cc1,-2,11,15,7,-0.3,-36,15,-1.0%,3
CCOc1cc(C2c3c(-c4ccccc4O)n[nH]c3C(=O)N2CCc2ccccc2)ccc1O (stereo not drawn),-1,nt,2,9,0.6,-8,-4,0.7%,nt
Cc1cccc(/C(N)=N/OC(=O)CCCN2C(=O)c3ccccc3C2=O)c1,-6,-9,8,-1,-0.6,-8,-5,1.5%,11
O=C(Nc1ccccc1[N+](=O)[O-])c1cc(S(=O)(=O)N2CCOCC2)cs1,3,-18,6,7,0.1,4,-7,7.1%,5
COc1ccc(-n2c(Cc3cccn3C)nnc2SCC(=O)Nc2ccc(F)cc2)cc1,-1,nt,5,13,nt,nt,0,-3.4%,8
COc1ccc(/C=N/NC(=O)c2cc(-c3ccccc3)nc3ccccc23)cc1O,-7,nt,2,23,nt,0,-2,4.7%,nt
CCOc1ccc(NC(=O)CNC(=O)c2nn(-c3ccc(OC)c(OC)c3)c(=O)c3ccccc23)cc1,1,2,-2,-4,0.5,3,-1,?,16
C/C(=N\NC(=O)c1nnn(-c2nonc2N)c1CN(C)c1ccccc1)c1ccccn1,-7,-19,6,-5,0.1,-7,-4,-0.5%,-3
COc1ccc(C(=O)N2CCN(C(=O)COc3ccccc3)CC2)cc1OC,1,nt,-1,0,1.0,nt,5,3.4%,5
Cn1c(=O)cc(SCC(=O)N2CCOCC2)c2ccc(Cl)cc21,-3,4,-1,-2,0.2,22,0,4.1%,-1
Cc1ccc(C(=O)N(CC#N)CC#N)cc1C,-8,-21,7,6,-0.5,-15,2,-0.7%,-7
c1ccc(Cc2nnc3sc(-c4ccncc4)nn23)cc1,3,1,2,-33*,0.0,0,6,2.1%,15
N=C1S/C(=C\c2ccc(-c3cccc(Cl)c3)o2)C(=O)N1c1nccs1,-4,0,10,-4,2.5,-14,6,2.1%,24
Cc1cnc(C(=O)OCC(=O)c2cc(C)n(C)c2C)cn1,-4,6,3,-1,1.8,-5,3,3.2%,3
CCOC(=O)CC1COCCN1C(=O)c1cc(COc2ccc(F)cc2Cl)on1 (stereo not drawn),-5,6,4,-15,0.9,-4,-6,-5.6%,-13
Cc1c(C(=O)OCC2CCCO2)[nH]c2c1C(=O)CC(c1ccc(N(C)C)cc1)C2 (stereo not drawn),-3,-15,3,-19,0.5,-35,-6,-0.6%,-2
Cc1ccc(C(c2nnnn2C(C)(C)C)N2CCN(C3CCCC3)CC2)cc1 (stereo not drawn),10,-9,1,4,-1.2,-7,2,1.1%,-23
CCN(CC)S(=O)(=O)c1ccc2nc(NC(=O)c3cccs3)sc2c1,15,-21,10,-1,-1.4,-18,21,-0.2%,4
Cc1ccc(C=Nc2ccccc2C#N)s1,-8,4,-1,-27,1.8,-6,3,-0.2%,-4
O=C(COC(=O)Cn1cnc2ccccc21)Nc1ccc2c(c1)C(=O)c1ccccc1C2=O,-9,-1,2,-27,1.5,3,-5,0.1%,8
CC1=C(C(=O)OCC2CCCO2)C(c2ccccc2Cl)NC(=O)N1 (stereo not drawn),-6,3,-1,-10,0.3,-5,7,-0.6%,20
CCc1ccc(OCC(=O)NC(=S)Nc2ccc(C(=O)O)cc2)cc1,-5,19,2,11,0.0,-11,-10,2.6%,-4
Cn1ncc2c(NNC(=O)Cc3cccc4ccccc34)ncnc21,17,-8,3,-1,-0.1,8,-4,2.8%,-1
CCCCCOC(=O)c1cc(=O)[nH]c2ccccc12,0,-2,2,3,2.2,-4,12,1.3%,0

# Some of the compounds tested; the hit share may differ from the screen's.
